High-throughput results deposited in PubChem by Broad Institute.
TcdB inh: TcdB glycohydrolase inhibition; actives 0.24% (n = 350,000); AID 652162; inhibition, % at 9.99 µM; TcdB glycohydrolase enzymatic assay, plate reader; in the data active = inhibition above about 10%
Numbers without * were called inactive. An excerpt; count on the stated rates, not on these rows.

SMILES	TcdB inh
C[C@@H]1CN([C@H](C)CO)C(=O)c2cc(NC(=O)CCC(F)(F)F)ccc2O[C@@H]1CN(C)S(=O)(=O)c1ccccc1	0.9
CN(C)CC(=O)N[C@H]1CC[C@H](CCNC(=O)C2CC2)O[C@H]1CO	0.1
CN1CCN(C(=O)C[C@@H]2CC[C@@H](NC(=O)c3ccc4c(c3)OCO4)[C@@H](CO)O2)CC1	-1.3
COc1ccccc1NC(=O)N[C@@H]1CC[C@@H](CCNS(=O)(=O)c2ccc(F)cc2)O[C@@H]1CO	-0.1
C[C@H]1CCCCO[C@H](CN(C)C)[C@@H](C)CN([C@@H](C)CO)C(=O)c2cc(NC(=O)CCCCCC(=O)Nc3ccccc3N)ccc2O1	0.0
CCC(=O)Nc1ccc2c(c1)C(=O)N(C)[C@@H]1CC[C@@H](CC(=O)NCCN3CCCCC3)O[C@H]1CO2	-0.6
C[C@@H]1CN([C@H](C)CO)S(=O)(=O)c2ccc(C#CC3CCCCC3)cc2O[C@H]1CN(C)Cc1cccnc1	0.3
CC(C)NC(=O)N[C@H]1C=C[C@@H](CC(=O)N2CCCCC2)O[C@@H]1CO	-1.2
CC(=O)N1CCC(C(=O)N2c3ccccc3N=C(c3ccc4c(c3)OCO4)C2C(=O)NCc2ccccc2)CC1 (configuration not stated)	0.3
COC(=O)C[C@H]1CC[C@@H]2[C@H](COc3ccc(NC(=O)c4cscn4)cc3C(=O)N2C)O1	0.3

The final three compounds of the section above are carried over, then new ones follow:
SMILES	TcdB inh
CC(C)NC(=O)N[C@H]1C=C[C@@H](CC(=O)N2CCCCC2)O[C@@H]1CO	-1.2
CC(=O)N1CCC(C(=O)N2c3ccccc3N=C(c3ccc4c(c3)OCO4)C2C(=O)NCc2ccccc2)CC1 (configuration not stated)	0.3
COC(=O)C[C@H]1CC[C@@H]2[C@H](COc3ccc(NC(=O)c4cscn4)cc3C(=O)N2C)O1	0.3
CN1C(=O)c2cc(NC(=O)c3ccc(F)c(F)c3)ccc2OC[C@@H]2O[C@@H](CC(=O)N3CCOCC3)CC[C@H]21	-1.3
CN(C[C@@H]1[C@H](c2ccccc2)[C@@H](CO)N1Cc1ccccn1)S(C)(=O)=O	-14.3
CN(C)C(=O)c1ccc(-c2ccc([C@H]3[C@H]4CN(CCC(F)(F)F)CCCCN4[C@H]3CO)cc2)cc1	-1.6
O=C(O)C[C@@H]1C[C@H]2c3cc(NC(=O)Nc4ccccc4F)ccc3O[C@H]2[C@@H](CO)O1	1.0
C[C@H](CO)N1C[C@H](C)[C@H](CN(C)Cc2ccncc2)Oc2ccc(NS(C)(=O)=O)cc2CC1=O	-1.1
C[C@H]1CCCCO[C@@H](CN(C)C(=O)Nc2ccc3c(c2)OCO3)[C@@H](C)CN([C@@H](C)CO)C(=O)c2cc(NC(=O)C3CCCCC3)ccc2O1	-1.2
C[C@H]1CN([C@@H](C)CO)C(=O)c2cc(NC(=O)Cn3cnnn3)ccc2O[C@@H]1CN(C)S(C)(=O)=O	0.3
OC[C@H]1[C@@H](c2ccc(-c3ccccc3)cc2)[C@@H]2CN(Cc3cncnc3)CCCCN12	-1.5
O=C(Nc1ccc2c(c1)[C@H]1C[C@@H](CC(=O)N3CCc4ccccc4C3)O[C@H](CO)[C@H]1O2)C1CCC1	1.4
O=C1CN(Cc2ccc(F)cc2)C[C@H]2[C@@H](c3ccc(Br)cc3)[C@H](CO)N12	0.6

Reprinted at random: 7 compounds from above, in no set order.
SMILES	TcdB inh
C[C@H]1CCCCO[C@@H](CN(C)C(=O)Nc2ccc3c(c2)OCO3)[C@@H](C)CN([C@@H](C)CO)C(=O)c2cc(NC(=O)C3CCCCC3)ccc2O1	-1.2
O=C(O)C[C@@H]1C[C@H]2c3cc(NC(=O)Nc4ccccc4F)ccc3O[C@H]2[C@@H](CO)O1	1.0
CN(C)C(=O)c1ccc(-c2ccc([C@H]3[C@H]4CN(CCC(F)(F)F)CCCCN4[C@H]3CO)cc2)cc1	-1.6
C[C@H](CO)N1C[C@H](C)[C@H](CN(C)Cc2ccncc2)Oc2ccc(NS(C)(=O)=O)cc2CC1=O	-1.1
O=C1CN(Cc2ccc(F)cc2)C[C@H]2[C@@H](c3ccc(Br)cc3)[C@H](CO)N12	0.6
O=C(Nc1ccc2c(c1)[C@H]1C[C@@H](CC(=O)N3CCc4ccccc4C3)O[C@H](CO)[C@H]1O2)C1CCC1	1.4
CN1C(=O)c2cc(NC(=O)c3ccc(F)c(F)c3)ccc2OC[C@@H]2O[C@@H](CC(=O)N3CCOCC3)CC[C@H]21	-1.3

Other results.
SMILES	TcdB inh
C[C@@H]1CCCCO[C@@H](CN(C)C(=O)Nc2ccc(C(F)(F)F)cc2)[C@@H](C)CN([C@@H](C)CO)C(=O)c2cc(NC(=O)C3CCCCC3)ccc2O1	0.7
CC(C)NC(=O)N(C)C[C@@H]1Oc2ccc(NC(=O)Nc3cccc4ccccc34)cc2C(=O)N([C@@H](C)CO)C[C@H]1C	1.5
C[C@@H]1CN([C@H](C)CO)C(=O)c2c(c3ccccc3n2C)-c2ccccc2CO[C@@H]1CN(C)C(=O)Nc1ccccc1	0.6
C[C@@H]1CN([C@@H](C)CO)C(=O)c2cc(Br)cnc2O[C@@H]1CN(C)S(=O)(=O)c1ccccc1	-4.4
C[C@@H]1CN([C@@H](C)CO)C(=O)Cc2cc(NC(=O)C3CC3)ccc2O[C@H]1CN(C)Cc1ccc(C(=O)O)cc1	0.6
COc1ccccc1C#Cc1ccc([C@H]2[C@H](CO)N3CCCCN(C(=O)C4CCCC4)C[C@@H]23)cc1	-0.5
C[C@H]1CN([C@@H](C)CO)S(=O)(=O)c2ccc(C#CCC3CCCC3)cc2O[C@@H]1CN(C)C(=O)c1cnccn1	-3.0
O=C(c1ccccc1F)N1CC(=O)N2[C@H](CO)[C@H](c3ccc(C#Cc4ccccc4)cc3)[C@H]2C1	0.0
COc1ccc(N2C(=O)c3ccccc3NC(=O)C2C(=O)NCCc2ccccc2F)cc1 (configuration not stated)	-0.5
C[C@H]1CN([C@@H](C)CO)C(=O)Cc2cc(NC(=O)C3CCCCC3)ccc2O[C@H]1CN(C)S(=O)(=O)c1cn(C)cn1	0.8
COc1ccc(CN(C)C[C@@H]2OCCCC[C@@H](C)Oc3ccc(NS(=O)(=O)c4cn(C)cn4)cc3C(=O)N([C@H](C)CO)C[C@H]2C)cc1	-3.1
CCNC(=O)[C@H]1[C@H](CO)[C@H]2Cn3c(ccc(-c4ccccc4F)c3=O)[C@@H]1N2CCC(F)(F)F	-1.4
COCC(=O)N1C[C@H](C)[C@H](OC)CN(C)C(=O)c2cc(NC(=O)C3CCC3)ccc2OC[C@@H]1C	-1.1
CCCC#Cc1ccc([C@@H]2[C@@H](CO)N3CCCCN(S(=O)(=O)Cc4ccccc4)C[C@H]23)cc1	1.7
CC(C)NC(=O)Nc1ccc2c(c1)C(=O)N([C@@H](C)CO)C[C@@H](C)[C@H](CN(C)Cc1ccccc1)O2	0.9
Cc1noc(C)c1S(=O)(=O)Nc1ccc2c(c1)C(=O)N([C@@H](C)CO)C[C@H](C)[C@H](CN(C)S(=O)(=O)c1cn(C)cn1)O2	-0.8
COc1cc(CO)cc(I)c1O[C@H]1C=C(C(=O)NCCO)C[C@@H](NC[C@@H]2CCCO2)[C@@H]1O	-10.2
CS(=O)(=O)Nc1ccc2c(c1)[C@H]1C[C@@H](CC(=O)NCc3ccc(Cl)cc3)O[C@H](CO)[C@H]1O2	0.6
C[C@H]1CN([C@@H](C)CO)C(=O)c2cccc(NC(=O)c3nc4ccccc4s3)c2O[C@H]1CN(C)Cc1ccc(-c2ccccc2)cc1	0.1
C[C@@H]1CN([C@@H](C)CO)C(=O)Cc2cc(NC(=O)NC3CCCCC3)ccc2O[C@@H]1CN(C)C(=O)Nc1ccccc1	-0.6
C[C@@H]1CCCCO[C@@H](CN(C)S(=O)(=O)c2ccc(F)cc2)[C@H](C)CN([C@H](C)CO)C(=O)c2cc(NC(=O)CCCN(C)C)ccc2O1	0.1
COc1ccc(NC(=O)Nc2ccc3c(c2)C(=O)N([C@H](C)CO)C[C@H](C)[C@@H](CN(C)C(=O)NC2CCCCC2)OCCCC[C@@H](C)O3)cc1	0.9
C[C@@H]1CN([C@H](C)CO)C(=O)c2cc(NC(=O)Nc3ccc4c(c3)OCO4)ccc2O[C@@H](C)CCCCO[C@@H]1CN(C)CC1CCCCC1	-0.4
CCCNC(=O)N1[C@H](CO)[C@@H](c2ccc(C3=CCCCC3)cc2)[C@@H]1C#N	-8.0
O=C(C[C@@H]1CC[C@@H](NC(=O)c2ccncc2)[C@H](CO)O1)Nc1ccc(-c2ccccc2)cc1	-0.3
C[C@@H]1CN([C@H](C)CO)C(=O)c2cc(-c3ccccc3F)cnc2O[C@@H]1CN(C)Cc1ccc(F)cc1	-0.1
C[C@H](CO)N1C[C@H](C)[C@@H](CN(C)Cc2cccnc2)Oc2ncc(-c3ccncc3)cc2C1=O	1.4
C[C@@H]1CN([C@@H](C)CO)C(=O)c2cccc(NS(=O)(=O)c3ccccc3)c2O[C@@H]1CN(C)S(C)(=O)=O	-1.1
COCC(=O)N1[C@H](CO)[C@@H](c2ccccc2-c2cccc(F)c2)[C@@H]1C#N	1.8
COc1cccc(C=C2SC(=S)N(Cc3ccco3)C2=O)c1OC	0.6
O=C(c1cccc(F)c1)N1CCCCN2[C@@H](CO)[C@@H](c3ccc(-c4ccccc4)cc3)[C@@H]2C1	0.0
CCC(=O)N1C[C@@H](C)[C@H](OC)CN(C)C(=O)c2ccc(NC(=O)C3CCCCC3)cc2OC[C@@H]1C	-1.6
CN1CCN(C(=O)C2=C[C@@H](C3CC3)C[C@@H](OCCCCO)O2)CC1	0.1
CCC(=O)N1C[C@@H]2[C@H](c3ccccc31)[C@H](CO)N2Cc1ccccc1F	-0.1
O=C(CC(F)(F)F)N1C[C@@H]2[C@H](c3ccccc31)[C@@H](CO)N2CC1CCOCC1	-4.8
CC(C)c1cn(CC[C@H]2CC[C@@H](NS(=O)(=O)c3ccc(Cl)cc3)[C@H](CO)O2)nn1	-0.8
C[C@@H]1CCCCO[C@@H](CN(C)C(=O)Nc2ccc3c(c2)OCO3)[C@@H](C)CN([C@@H](C)CO)C(=O)c2cc(NC(=O)Nc3ccc(F)cc3)ccc2O1	-0.8
COCC(=O)Nc1ccc2c(c1)C(=O)N(C)[C@H]1CC[C@@H](CC(=O)NCCc3ccccc3)O[C@H]1CO2	0.1
O=C(C[C@@H]1CC[C@H](NC(=O)C2CCC2)[C@H](CO)O1)NCc1ccncc1	-1.2
C[C@@H]1CN([C@@H](C)CO)S(=O)(=O)c2ccc(-c3ccc(C(=O)N(C)C)cc3)cc2O[C@@H]1CN(C)C(=O)C1CCC1	0.0
CCCNC(=O)N1C[C@H](C)[C@@H](OC)CN(C)C(=O)c2ccc(NS(=O)(=O)CC(F)(F)F)cc2OC[C@@H]1C	-0.4
O=C(Cc1ccccc1)N1CC(=O)N2[C@H](CO)[C@@H](c3ccc(-c4ccc(F)cc4)cc3)[C@H]2C1	-1.1
O=C(NCC[C@H]1CC[C@H](NC(=O)C2CCOCC2)[C@@H](CO)O1)c1ccc(F)cc1	-7.5
Cc1ccc(S(=O)(=O)N2C[C@@H](O)COC[C@H]3O[C@H](CC(=O)NCc4ccc5c(c4)OCO5)CC[C@@H]32)cc1	-8.0
N#C[C@@H]1[C@H](c2ccc(C3=CCCCC3)cc2)[C@H](CO)N1S(=O)(=O)c1cccc(F)c1	-1.3
COc1ccc(S(=O)(=O)Nc2ccc3c(c2)C(=O)N([C@H](C)CO)C[C@H](C)[C@H](CN(C)C(=O)Nc2cccc4ccccc24)O3)cc1	0.0
CCCNC(=O)N(C)C[C@@H]1Oc2cc(Br)ccc2S(=O)(=O)N([C@H](C)CO)C[C@@H]1C	-1.2
Cc1noc(C)c1NC(=O)Nc1ccc2c(c1)C(=O)N([C@H](C)CO)C[C@H](C)[C@H](CN(C)C(=O)c1ccccc1)OCCCC[C@@H](C)O2	0.7
C[C@H](CO)N1C[C@H](C)[C@@H](CN(C)S(=O)(=O)c2cccs2)Oc2ccc(NS(C)(=O)=O)cc2CC1=O	0.2
C[C@@H]1CN([C@@H](C)CO)C(=O)c2cc(NS(C)(=O)=O)ccc2O[C@@H](C)CCCCO[C@H]1CN(C)C(=O)c1ccccc1	-0.6

The results go on:
SMILES	TcdB inh
O=C(C[C@H]1CC[C@@H](NC(=O)CN2CCOCC2)[C@H](CO)O1)NCc1cccc(F)c1	-1.1
O=C(c1cccnc1)N1C[C@@H]2[C@H](c3ccccc31)[C@H](CO)N2C(=O)C1CCCCC1	-0.7
C[C@H]1CN([C@@H](C)CO)C(=O)c2cccc(NC(=O)Nc3ccccc3)c2O[C@H]1CN(C)Cc1ccc2c(c1)OCO2	-6.2
CNC[C@@H]1Oc2c(NC(=O)Nc3cccc4ccccc34)cccc2C(=O)N([C@@H](C)CO)C[C@H]1C	0.4
CN1CCN(C(=O)[C@@H]2[C@@H](CO)[C@@H]3Cn4c(ccc(C5=CCCC5)c4=O)[C@H]2N3S(C)(=O)=O)CC1	-1.0
C[C@H]1CN([C@@H](C)CO)C(=O)c2cccc(NC(=O)c3cnccn3)c2O[C@@H]1CN(C)Cc1ccncc1	0.6
Cc1ccc(-c2ccc3c(c2)O[C@@H](CN(C)Cc2cccc(C(=O)O)c2)[C@H](C)CN([C@H](C)CO)S3(=O)=O)cc1	-0.8
CC(C)CC#Cc1ccc2c(c1)O[C@H](CN(C)Cc1ccc(F)cc1)[C@@H](C)CN([C@H](C)CO)S2(=O)=O	0.7
CCCC(=O)N1CC2(CCN(C(C)=O)CC2)c2c(n(C)c3cc(OC)ccc23)[C@@H]1CO	0.4
CO[C@H]1CN(C)C(=O)c2ccc(NC(=O)Nc3cc(F)ccc3F)cc2OC[C@H](C)N(C(=O)c2ccccn2)C[C@H]1C	1.1
COc1cccc(-c2ccc3n(c2=O)C[C@H]2[C@H](CO)[C@@H](C(=O)NC4Cc5ccccc5C4)N[C@@H]32)c1	-0.6
COc1ccc(CN(C)C[C@@H]2Oc3ccc(NC(=O)Nc4ccc(F)cc4)cc3C(=O)N([C@H](C)CO)C[C@H]2C)cc1	0.5
C[C@H]1CN([C@@H](C)CO)C(=O)c2cc(-c3ccccc3F)cnc2O[C@H]1CN(C)Cc1ccc(F)cc1	-0.8
